HepG2 tox: HepG2 cytotoxicity, counter-screen for TGF-b inhibitors; HepG2 CAGA-GFP viability, ATP luminescence, 18 h; Potency, µM (doses to about 46.1 µM), without a hit: at the top dose activity change, negative = cytotoxicity, usual class: cytotoxic; 0.76% of 410,000 active; note: potency is the fitted concentration of half-maximal effect; some results filed as inactive show a strong effect at the top dose
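HepG2 CAGA-GFP cells (1000/well, DMEM with 1% FBS) received compound, then TGF-beta at 500 pg/mL final, and were incubated 18 hours at 37 degrees C. Viability was read by CellTiter-Glo luminescence. Media-only wells were set as complete cell-killing and DMSO as no toxicity.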
pAkt inh: inhibitors of Akt phosphorylation. AID 651550. 0.32% of 360,000 active. activity change, % for hits at 50 µM. Neuro2A IGF-stimulated pAkt S473 HTRF, 20 min; hits give low values; in the data active = activity change below about -80%; inconclusive = mostly about -51% to -80%; note: % is set by controls: 0 for no effect and ±100 for the full control effect
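Neuro2A cells (4,500/well, DMEM with 0.5% FBS) were treated with compound at a single 50 µM final concentration, stimulated with 6 nM IGF for 20 min at 37 °C, and lysed. Phospho-Akt Ser473 was read by HTRF as 665/615 ratio ×10^4.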
A549 tox: A549 cytotoxicity, counter-screen for Nrf2 inhibitors. Potency, µM (series often up to 46 µM), for the others: at the highest dose activity change, negative = cytotoxicity, usual class: inhibitors. A549 ARE-Fluc cells, CellTiter-Fluor viability, 18-24 h. 0.16% of 390,000 active; note: potency is the fitted concentration of half-maximal effect; % is set by controls: 0 for no effect and ±100 for the full control effect
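Cytotoxicity counterscreen: CellTiter-Fluor fluorescence was measured in A549 ARE_Fluc cells after 18-24 h of compound exposure in a concentration series. The subsequent BugLite luminescent read reports ARE-luciferase activity.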
Nrf2 inh: inhibitors of Nrf2 signaling. 2.1% of 360,000 active. A549 ARE-Fluc reporter, luciferase luminescence, 18-24 h. Potency, µM (titrated, usually from 46 µM), inactives show top-dose activity change, negative = inhibition, usual class: inhibitors; note: potency is the fitted concentration of half-maximal effect; % is set by controls: 0 for no effect and ±100 for the full control effect; nearly all actives have a fitted effect of over 60% in size
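In this cell-based qHTS, ARE-driven firefly luciferase in A549 cells reports Nrf2 activity; the luminescent signal after BugLite lysis is the measured value, with a prior CellTiter-Fluor read for cell health.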
S2 tox: reduces viability in counter-screen for ATXN expression inhibitors; S2 cells (HEK-293 line with an ATXN2-luciferase reporter) viability, CellTiter-Fluor protease fluorescence, 24 h; Potency, µM (series often up to 56.7 µM), actives largely listed as cytotoxic; 0.49% of 400,000 active; AID 651635; note: potency is the fitted concentration of half-maximal effect; nearly all actives have a fitted effect of over 40% in size
CCT chaperon mod: changes cytosolic chaperonin activity | 0.3% of 360,000 active | purified chaperonin ATPase assay, HTRF ADP detection, 30 min | activity change, % (no concentration beside the values), hits read low; in the data active = activity change below about -30%; note: % is set by controls: 0 for no effect and ±100 for the full control effect
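TRiC at 40 or 20 nM final (batch-dependent) in 30 mM Tris pH 7.4, 100 mM KCl, 5 mM MgCl2, 1 mM DTT, with compound at single 76 uM and 10 uM ATP, 30 min at 37 deg C. ADP detected by HTRF Transcreener, 665/615 ratio.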
TGFb inhibitor: inhibitors of TGF-b signaling | HepG2 CAGA-GFP TGF-b/SMAD3 reporter, GFP fluorescence, 18 h; TGF-beta stimulated, 500 pg/mL final | Potency, µM (highest dose often 46.1 µM), without a hit: at the top dose activity, negative = inhibition, usual class: inhibitors | 1.2% of 410,000 active | AID 588855; note: potency is the fitted concentration of half-maximal effect; % is set by controls: 0 for no effect and ±100 for the full control effect; nearly all actives have a fitted effect of over 65% in size
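Smad-responsive CAGA-GFP expression was quantified in HEPG2 cells exposed to compounds and 500 pg/mL final TGF-beta for 18 h at 37 degrees C; unstimulated wells defined full inhibition.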
MmCpn inh: inhibitors of Methanococcus maripaludis chaperonin (MmCpn) | Potency, µM (highest dose often 76.9 µM), for inactives: at the top dose activity, negative = inhibition, hits mostly inhibitors | 0.031% of 330,000 active | purified Mm-Cpn ATPase, ADP Transcreener TR-FRET | AID 504842; note: potency is the fitted concentration of half-maximal effect; % is set by controls: 0 for no effect and ±100 for the full control effect; nearly all actives have a fitted effect of over 80% in size
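TR-FRET (320 nm excitation; 590 and 665 nm emission) reports ADP made from 10 uM ATP by 25 nM enzyme; compounds were preincubated 10 min, reaction run 30 min, both at 37°C.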
Nrf2 activator: Nrf2 pathway activation | AREc32 ARE-luciferase reporter (MCF7-derived line), luminescence, 24 h | Potency, µM (titrated, usually from 46.1 µM), for the others: at the highest dose activation, usual class: activators | 0.31% of 410,000 active | AID 624171; note: potency is the fitted concentration of half-maximal effect; % of control where 0% means no effect; nearly all actives have a fitted effect of over 65% in size
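ARE-driven firefly luciferase activity in AREc32 cells measured after a 24 hr compound exposure at 37 deg C, using Steady-Glo reagent and a 30 min room-temperature hold.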
The depositor's hits bear a star; i = inactive; u = inconclusive; x = not tested or not shown. Unless noted, calls come from the whole dose curve; as a rule, active = well fitted curve in the direction sought with a large enough effect; inconclusive = small, poorly fitted or top-dose-only effect, or another doubt; inactive = no such curve, though single readings can be large; an effect the other way counts as inactive or inconclusive.

entry | SMILES | HepG2 tox | pAkt inh | A549 tox | Nrf2 inh | S2 tox
1 | OCCNc1ncnc2c1cnn2Cc1ccccc1 | -6% | i | 6% | 15% | i
2 | O=C(NCc1ccco1)c1cccn2c(=O)c3sccc3nc12 | 1% | x | -1% | -5% | x
3 | Cc1nn(C)c2c1c(C(F)(F)F)cc(=O)n2CC(=O)N1CCN(c2ccccc2F)CC1 | -22% | x | 15% | -24% | u
4 | COCc1nnc(NC(=O)CC(C)c2ccccc2)s1 (stereo not drawn) | -15% | i | 0% | 0% | i
5 | Cc1csc(NC(=O)c2cccnc2)n1 | -19% | i | 6% | 5% | i
6 | O=C(Cc1c[nH]c2ccccc12)N1CCN(S(=O)(=O)c2ccc(F)cc2)CC1 | -19% | i | x | x | u
7 | COc1ccccc1CNC(=O)COC(=O)COc1ccccc1F | 3% | i | 1% | 12% | i
8 | Cc1cnn(C(=O)c2cc(-c3ccccc3)nc3ccccc23)c1 | 10µM* | i | -1% | 2% | i
9 | Cc1cc(-c2ccc(S(=O)(=O)Nc3ccccc3C)cc2)on1 | -26% | x | 0% | u | x
10 | O=C(Nc1cccn(Cc2ccccc2)c1=O)NC1CCCCC1 | -16% | i | 0% | -4% | i
11 | CCNC(=S)Nc1ccc2c(c1)oc1ccccc12 | -20% | i | 22% | u | u
12 | COc1cccc(C(=O)Nc2ccc(NC(C)=O)cn2)c1 | 0% | i | 10% | 7% | i
13 | O=C(c1ccco1)N1CCN(c2ccc(Cl)c(Cl)c2)CC1 | -26% | i | 0% | x | i
14 | O=C1NCCN1CCNS(=O)(=O)c1ccc(F)c(Cl)c1 | -2% | i | 1% | 1% | i
15 | C=C(C)C(=O)N1CC2(CC(c3cccc(NC(=O)CCCCC)c3)=NO2)C[C@H]1C(N)=O (stereo partly drawn) | -1% | i | 4% | 9% | i

entry | CCT chaperon mod | TGFb inhibitor | MmCpn inh | Nrf2 activator
1 | -1.7 | 0% | -4% | -1.3%
2 | -0.1 | -14% | x | -0.2%
3 | x | u | x | 1.1%
4 | -1.0 | 4% | 1% | -0.3%
5 | -0.5 | 0% | 1% | 2.2%
6 | -0.1 | 0% | x | 2.4%
7 | -5.1 | 1% | -3% | -0.6%
8 | -2.9 | u | 0% | 0.1%
9 | x | u | x | -0.1%
10 | 0.3 | 21% | -2% | 2.4%
11 | -0.5 | -6% | x | 7.8%
12 | -2.4 | u | 2% | -0.4%
13 | 0.4 | -6% | x | 0.6%
14 | -0.8 | -8% | 0% | -0.1%
15 | -0.1 | -4% | 1% | 0.1%

(further entries)
entry | SMILES | HepG2 tox | pAkt inh | A549 tox | Nrf2 inh | S2 tox
16 | CCC1=[N+](CC(=O)c2ccc(Br)cc2)CCn2c(C)ccc21 | -36% | i | 10% | 2% | i
17 | O=C(Cc1ccc([N+](=O)[O-])cc1)N/N=C/c1cccnc1 | -8% | i | 12% | 16% | i
18 | Cc1ccc(CNC(=O)C2CCCN(c3nc(C)cc(C)n3)C2)cc1 (stereo not drawn) | 10% | i | 0% | -12% | i
19 | Cn1cc(C(=O)N2CCN(c3cccc(Cl)c3)CC2)c(=O)c2cc(S(=O)(=O)N3CCCC3)ccc21 | -19% | x | 3% | u | i
20 | CCOC(=O)/C=C1/SCC(=O)N1CCOc1cccc(Br)c1 | 11% | i | 12% | u | i
21 | CCCOc1ccc(-c2nnn(CC(=O)c3ccc4c(c3)OCCO4)n2)cc1 | -22% | i | -9% | u | i
22 | N#Cc1ccc(C(c2nnnn2Cc2ccccc2)N2CCCC2)cc1 (stereo not drawn) | 4% | i | 2% | -4% | u
23 | Cc1ccc(-c2nnc(NC(=O)c3ccco3)o2)c(C)c1 | -7% | i | 0% | -7% | i
24 | C=C(C)CN(CC)C(=O)c1ccc(OC2CCN(S(=O)(=O)N(C)C)CC2)cc1 | -1% | i | -2% | u | i
25 | CCOc1cc2[nH]c(=S)n(CCCN3CCN(C)CC3)c(=O)c2cc1OCC | 0% | i | 0% | -7% | i
26 | CCOC(=O)C1C(c2ccc([N+](=O)[O-])cc2)C2C(=O)NN=C2CC1(C)O (stereo not drawn) | -20% | i | 0% | -19% | i
27 | O=C(OCC(=O)c1ccccc1Cl)C1=NN(c2ccccc2)C(=O)CC1 | 0% | i | 1% | 19% | u
28 | COC(=O)c1c(N)n(CCCN2CCOCC2)c2nc3ccccc3nc12 | -2% | i | 17% | -24% | i
29 | COc1ccc(N2CCN(c3ccc(S(=O)(=O)N(C(C)C)C(C)C)cn3)CC2)cc1 | -13% | i | 2% | -2% | i
30 | Cc1ccc(S(=O)(=O)NCCC(=O)OCC(=O)Nc2cccc(S(=O)(=O)NC3=NCCCCC3)c2)cc1 | 30% | i | 4% | -5% | i

entry | CCT chaperon mod | TGFb inhibitor | MmCpn inh | Nrf2 activator
16 | -1.0 | -14% | -4% | 6.4%
17 | -0.2 | -2% | x | 0.5%
18 | -2.2 | 5% | 3% | -0.1%
19 | x | -16% | x | -0.3%
20 | 0.8 | 11% | x | 0.1%
21 | 2.5 | -16% | u | -0.1%
22 | -2.5 | 8% | 2% | 0.1%
23 | 4.1 | -3% | 1% | 8.2%
24 | -0.6 | -8% | -6% | -0.1%
25 | -0.9 | 8% | x | 0.3%
26 | 0.8 | 0% | 0% | -0.2%
27 | 0.5 | -2% | 1% | -0.5%
28 | -0.5 | 0% | -2% | 3.0%
29 | -2.1 | -3% | -7% | -0.6%
30 | 1.3 | u | -3% | 0.2%

(list continues)
entry | SMILES | HepG2 tox | pAkt inh | A549 tox | Nrf2 inh | S2 tox
31 | O=C1c2ccccc2NC(c2ccc(Cl)cc2Cl)N1Cc1ccccc1 (stereo not drawn) | -20% | i | u | x | i
32 | Cc1ccc(CSc2nnc([C@@H]3CCCN3)o2)cc1 | -13% | x | 2% | 0% | x
33 | COC(=O)c1cnn2c1C(=O)N(Cc1cccs1)CC2 | 6% | i | 1% | 6% | i
34 | Nc1nncn1C(=O)c1c(Cl)cccc1Cl | 5% | x | -2% | x | i
35 | CCc1ccc(C(C)NC(=O)C2CCCC2)cc1 (stereo not drawn) | 3% | i | 4% | u | i
36 | Nc1nnc(SCC(=O)OCc2ccc(Cl)c(Cl)c2)s1 | -1% | i | 6% | -4% | i
37 | CC(NC(=O)COC(=O)CN1C(=O)NC2(CCCC2)C1=O)c1ccc(F)cc1 (stereo not drawn) | 7% | i | 0% | 21% | i
38 | Cc1ccc(NC(=O)c2nc[nH]c2C(=O)N2CCOCC2)c(C(=O)c2ccccc2)c1 | 3% | i | 3% | -15% | i
39 | COc1ccc2[nH]c3c(=O)n4c(nc3c2c1)SCC4 | -14% | i | 2% | 9% | i
40 | O=C(CNS(=O)(=O)c1cccc(Cl)c1)Nc1ccc(-c2nc3ccccc3s2)cc1 | -3% | i | 1% | -6% | i
41 | O=C(CSC1=Nc2ccccc2C2=NC(Cc3ccccc3)C(=O)N12)Nc1cccc(Cl)c1 (stereo not drawn) | -28% | x | -17% | x | u
42 | COCCn1c(SCC(=O)Nc2cccc(OC)c2)nnc1-c1ccccc1 | -18% | i | 8% | 9% | i
43 | Cc1ccccc1OCCNC(=O)CSc1ccc(C(F)(F)F)cc1[N+](=O)[O-] | -2% | i | 15% | -9% | i
44 | Cn1cc(CN2CCC(n3nccc3NC(=O)c3ccccc3Cl)CC2)c2ccccc21 | -21% | i | 2% | -3% | u
45 | CC(C)N(Cc1nc(-c2ccccc2)no1)C(=O)c1ccc([N+](=O)[O-])cc1 | 1% | i | -13% | u | i

entry | CCT chaperon mod | TGFb inhibitor | MmCpn inh | Nrf2 activator
31 | -1.9 | u | -5% | -1.0%
32 | -0.4 | 0% | 2% | -0.1%
33 | 3.3 | 2% | 0% | -0.9%
34 | -0.5 | 11% | 0% | 0.3%
35 | 0.2 | 2% | -1% | 0.2%
36 | -2.9 | 1% | 0% | -0.6%
37 | 1.1 | -3% | x | -0.8%
38 | 1.5 | 0% | -8% | 0.9%
39 | 0.7 | 13% | -3% | 2.2%
40 | -0.5 | 5% | -3% | 0.5%
41 | x | u | x | 0.6%
42 | -0.9 | -19% | 0% | -0.7%
43 | -1.5 | -15% | 2% | 3.7%
44 | -0.6 | u | 5% | 2.5%
45 | 1.6 | 7% | -1% | -0.3%

The list goes on.
entry | SMILES | HepG2 tox | pAkt inh | A549 tox | Nrf2 inh | S2 tox
46 | COc1ccc(NC(=O)/C=C/C(=O)O)c([N+](=O)[O-])c1 | -15% | i | -14% | -6% | i
47 | O=C(O)CSc1nnc(Cc2ccccc2)n1-c1ccccc1 | -7% | i | -2% | 3% | i
48 | CCOc1ccc(-c2[nH]ncc2-c2ccc(Cl)cc2)c(O)c1 | -55% | i | 3% | 3% | u
49 | COc1ccc(NC(=O)CN2CCN(C(C)=O)CC2)cc1S(=O)(=O)N1CCOCC1 | 1% | i | -3% | 5% | i
50 | Cc1ccc(C(=O)NCCc2ccccc2)cc1N1CCCC1=O | -5% | i | -5% | 17% | x
51 | CCCCC(c1nnnn1CCOC)N1CCN(CC)CC1 (stereo not drawn) | -29% | i | 2% | 10% | i
52 | O=c1cc(-c2ccccc2)[nH]c2cc(F)ccc12 | -11% | i | 0% | 7% | i

entry | CCT chaperon mod | TGFb inhibitor | MmCpn inh | Nrf2 activator
46 | -0.9 | -21% | 0% | 2.8%
47 | -2.4 | -3% | 1% | -0.4%
48 | -0.8 | u | 0% | 5.0%
49 | 0.3 | 6% | 3% | -1.0%
50 | -2.4 | 1% | 0% | 0.2%
51 | -3.2 | 1% | -4% | -0.3%
52 | -2.3 | u | 1% | 1.0%
